# Screening results from PubChem BioAssay.
# Smad3 FoxH1 inh = blocks human Smad3 binding to FoxH1 peptide; AID 630; TR-FRET Smad3/Dy647-FoxH1 peptide binding, europium anti-His; inhibition, % at 25 µM; P84022; 0.29% of 88,000 active;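 active = compounds that reduce the energy-transfer binding signal between the protein and its labelled peptide by more than half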;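 also: 0% = Smad3 plus labelled peptide maximal FRET and 100% = peptide-only background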
# Target sequence (P84022 whole entry, looked up): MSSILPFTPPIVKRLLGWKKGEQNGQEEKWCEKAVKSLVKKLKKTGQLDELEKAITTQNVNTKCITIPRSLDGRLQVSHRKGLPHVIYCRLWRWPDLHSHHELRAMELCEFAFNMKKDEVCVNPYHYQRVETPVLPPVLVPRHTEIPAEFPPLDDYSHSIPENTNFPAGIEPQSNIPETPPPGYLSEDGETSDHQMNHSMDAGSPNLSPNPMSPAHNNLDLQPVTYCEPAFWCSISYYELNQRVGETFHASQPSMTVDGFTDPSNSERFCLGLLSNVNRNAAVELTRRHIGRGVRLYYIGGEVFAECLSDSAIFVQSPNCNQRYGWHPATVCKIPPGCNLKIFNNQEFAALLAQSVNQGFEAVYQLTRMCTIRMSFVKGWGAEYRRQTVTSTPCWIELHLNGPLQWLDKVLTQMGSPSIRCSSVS
# LYP inh 2 = LYP (human) phosphatase inhibition; recombinant LYP catalytic domain, DiFMUP fluorescence; inhibition, % at 2 µM; 0.21% of 96,000 active;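 active = inhibition at 2 µM at or above a set limit, the screen mean plus 3 SD, cut at about 24% in these data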;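 also: 0% = DMSO with enzyme and 100% = enzyme fully blocked by orthovanadate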
# IL1B cytotox = HUVEC cytotoxicity counter-screen, IL-1B stimulated. HUVEC cell count loss, Hoechst imaging. cell count reduction, % at 2 µM. 0.41% of 94,000 active. AID 845;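 active = cell count reduction more than 3 SD above the screen-wide mean, cut at about 70% in these data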;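 also: normalized per plate to untreated control cells as the no-loss baseline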
# MT1-MMP txn act = activates MT1-MMP transcription; 0.16% of 86,000 active; AID 750; activation factor at 10 µM; HT1080 MT1-MMP promoter luciferase reporter, luminescence, overnight; stronger effect = higher value;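 active = activation factor of at least 2 for MT1-MMP transcription at 10 µM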
# Calb biofilm kill = kills Candida albicans biofilms; 0.14% of 85,000 active; C. albicans biofilm + clotrimazole, Alamar Blue; inhibition, % at 6 µM;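 active = inhibition above 20%; inactive = inhibition below 20%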;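 also: preformed 24 hr biofilms exposed to compound for 48 hr; 0% = biofilm without compound and 100% = blank killed by clotrimazole plus chlorhexidine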
# TNFa cytotox = toxic to HUVEC cells under TNF alpha stimulation | HUVEC TNFalpha-stimulated, Hoechst cell count, imaging | cell count reduction, % at 2 µM | 0.17% of 93,000 active;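 active = cell count reduction exceeding the screen mean by over 5 SD, scaled to untreated wells per plate, cut at about 78% in these data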;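 also: cells counted after 24 h of TNF alpha exposure following the 1 h pretreatment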
# DAT uptake mod = modulates human dopamine transporter uptake under cocaine; AID 449768; LLC-PK1 hDAT cells, [14C]-dopamine uptake with cocaine IC80; actives deviate in either direction; Q01959; 1.3% of 110,000 active; B-score at 10 µM;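 active = Z score or B-score, a plate-position-corrected score, falls beyond the plate's 99.7% confidence bounds, in either direction; inactive = both scores lie inside the 99.7% bounds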;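 also: scored against the spread of the other compound wells on the same plate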
# Target sequence (Q01959 whole entry, looked up): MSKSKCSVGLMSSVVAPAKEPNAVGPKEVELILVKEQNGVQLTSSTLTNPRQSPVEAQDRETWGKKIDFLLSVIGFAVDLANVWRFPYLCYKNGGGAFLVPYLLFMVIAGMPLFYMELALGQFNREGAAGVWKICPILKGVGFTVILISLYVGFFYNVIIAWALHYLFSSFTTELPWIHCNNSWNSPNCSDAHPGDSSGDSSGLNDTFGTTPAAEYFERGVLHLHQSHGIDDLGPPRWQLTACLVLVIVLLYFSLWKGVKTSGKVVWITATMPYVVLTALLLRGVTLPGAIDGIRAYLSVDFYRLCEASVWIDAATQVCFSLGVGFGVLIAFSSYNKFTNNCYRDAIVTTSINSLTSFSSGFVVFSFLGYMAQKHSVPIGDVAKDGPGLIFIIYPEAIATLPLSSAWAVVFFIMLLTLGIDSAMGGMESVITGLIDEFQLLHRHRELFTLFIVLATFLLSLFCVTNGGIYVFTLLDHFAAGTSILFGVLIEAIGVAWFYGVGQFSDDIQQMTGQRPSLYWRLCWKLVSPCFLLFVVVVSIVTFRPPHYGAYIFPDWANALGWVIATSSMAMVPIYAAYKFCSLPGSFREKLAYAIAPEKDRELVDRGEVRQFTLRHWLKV
# VCAM1 TNFa inh = reduces TNF alpha induced VCAM1 expression in HUVEC. HUVEC TNFa-induced VCAM-1 immunofluorescence, high-content imaging. inhibition, % at 2 µM. 0.48% of 95,000 active. AID 802;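 active = inhibition above the batch mean plus 3 SD, with images confirmed as a hit by eye, cut at about 37% in these data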;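 also: 0% = TNF-stimulated DMSO wells and 100% = unstimulated control wells; not every result past the cut was called active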
# cytoskel mod = cytoskeleton assembly modification; HUVEC TNFa F-actin phalloidin imaging, high content; inhibition, % at 2 µM; 0.18% of 91,000 active;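 active = inhibition above the batch mean plus 3 SD and confirmed as a hit by visual image inspection, cut at about 30% in these data, passing the limit was not always enough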; also: strong numbers were not always called active
# * marks the source's active call; other numbers are inactive results; . = no result given; [ ] = dose if it differs, or a comment. An excerpt (hit frequency here may not be typical).
SMILES,Smad3 FoxH1 inh,LYP inh 2,IL1B cytotox,MT1-MMP txn act,Calb biofilm kill,TNFa cytotox,DAT uptake mod,VCAM1 TNFa inh,cytoskel mod
COc1ccc(N2C(=O)c3ccccc3NC23CCCCC3)cc1,3,8,-17,1.1,11,-24,-0.17,8,6
Cc1[nH]c(=O)[nH]c(=O)c1S(=O)(=O)N1CCC(C(=O)N2CCN(Cc3ccccc3)CC2)CC1,-6,5,49,.,11,-13,0.03,13,-1
CCCOc1cccc(C2/C(=C(/O)c3ccc(F)cc3)C(=O)C(=O)N2CCN(C)C)c1 (stereo unspecified),6,-10,11,1.2,9,-19,-1.5,13,18
O=C(COC(=O)c1cccc(S(=O)(=O)NCc2ccccc2)c1)Nc1ccccc1OC(F)F,.,-3,-15,.,.,-26,0.031,2,0
COc1ccc(OC)c(NC(=O)C(CC(=O)O)NCc2ccco2)c1 (stereo unspecified),.,0,-22,1,.,-35,-0.85,-21,2
O=S1(=O)N=C(Nc2ccc(S(=O)(=O)N3CCCCC3)cc2)c2ccccc21,3[fluorescence artefact?],.,.,1.1,6,.,-0.049,.,.
Brc1c(CSc2nc3ccccc3o2)nc2ncccn12,-11,-9,12,1.2,6,-27,0.58,-30,21
Cn1c(CCNC(=O)c2ccco2)nc2cc(NC(=O)C3CCCCC3)ccc21,-4,-6,-13,1.4,6,0,0.16,-3,2
CCOc1cc2[nH]c(=S)n(CCN3CCCCC3CC)c(=O)c2cc1OCC (stereo unspecified),5,-11,-3,1.1,4,-5,0.33,13,-8
Cc1ccc(S(=O)(=O)NCC(=O)OCC(=O)c2cccs2)cc1,-11,0,3,1.2,3,.,-0.57,-8,8
COc1ccc(C2(C(=O)NC3CCCCC3)CCOCC2)cc1OC,6,2,4,1.1,5,-26,0.77,-2,19
CCc1nnc(NC(=O)CSc2ncc(-c3ccccc3)n2CC)s1,1,-4,-36,1.1,4,-48,-0.0026,-3,-24
O=C(CSc1ncn[nH]1)Nc1ccc(S(=O)(=O)N2CCCC2)cc1,-6,-4,-6,.,-6,-17,0.077,-9,19
CCc1ccc(N/C(SC)=C(/C#N)C(N)=O)cc1,-12,1,-15,1.1,-1,-35,-0.31,-18,12
Cc1ccc2nc(C)cc(C(=O)OCC(=O)c3ccc(Cl)c([N+](=O)[O-])c3)c2c1,.,2,15,.,.,-4,.,19,22
COc1ccccc1-c1nc2n(n1)C(c1ccccc1Cl)C(C(N)=O)=C(C)N2 (stereo unspecified),-3,-4,7,1.1,11,-39,0.67,3,2
CCOC(=O)N1CCC(NC(=O)c2cc3c(-c4ccccc4F)nn(C)c3s2)CC1,-8,6,-11,1.1,-2,-29,-0.051,10,-3
CC(C)CCNC(=O)C1CC(=O)N(C2CCCC2)C1 (stereo unspecified),3,10,-7,1.1,2,-27,-1.4,-27,12
COC(=O)C1=C(C)NC(C)=C(C(=O)OC)C1c1ccccc1OCc1c(C)no[n+]1[O-],-5,-6,-8,1.1,4,-12,-0.013,8,-30
COc1ccc(CCNC(=O)C2CC(c3ccccc3[N+](=O)[O-])=NO2)cc1 (stereo unspecified),.,7,-29,.,.,-34,0.97,-7,-4
O=C(NC1CCCC1)C(c1ccsc1)N(Cc1ccco1)C(=O)Cc1cccs1 (stereo unspecified),3,-10,-35,1.2,9,-6,-0.29,-11,-58
O=C(CCn1nc(-c2ccc(Cl)cc2)c2ccccc2c1=O)NCCN1CCOCC1,-2,-7,-19,1.1,5,-25,-0.19,3,9
CCOC(=O)c1c(C(F)(F)F)nc2ncccn12,6,-5,33,1.2,8,-1,-0.83,3,0
O=C(NCCCNC(=O)C(F)(F)C(F)F)C(F)(F)C(F)F,-2,-2,20,1.1,-6,-17,-0.18,-8,8
COc1cccc(NC(=O)CSc2ncnc3c2oc2ccccc23)c1,-2,-30,11,1.2,12,-30,-1.8,14,10
# Continuation:
SMILES,Smad3 FoxH1 inh,LYP inh 2,IL1B cytotox,MT1-MMP txn act,Calb biofilm kill,TNFa cytotox,DAT uptake mod,VCAM1 TNFa inh,cytoskel mod
COC(=O)c1sc2ccccc2c1-n1cccc1C(=O)C(=O)Nc1ccc(C)cc1,.,-2,25,.,.,-8,0.17,-2,-1
c1ccc(CN2CCN(CCN3CCn4c3nc3ccccc34)CC2)cc1,5,.,.,1.3,4,.,-0.017,.,.
COc1ccc(C(=O)NCC(C)CN(C)C)cc1 (stereo unspecified),0,0,-8,1.1,2,-20,0.041,2,-2
CCC(C)C(NC(=O)[C@@H](NC(=O)c1ccccc1F)C(C)C)C(=O)OC (stereo partly specified),.,-20,-9,.,.,-20,0.38,-3,8
CCC(NC(=O)C1CCC1)c1ccc(C)cc1 (stereo unspecified),5,-5,-1,1,8,-2,-2.4,37,-8
CCOC(=O)C1CCN(S(=O)(=O)c2ccc(-n3cnnn3)c(C)c2)CC1,-7,3,-49,1.2,7,-16,-0.21,-1,.
Cc1cc(C(=O)NC(C)c2ccncc2)no1 (stereo unspecified),3,.,.,1.3,1,.,-0.59,.,.
COCCN1C(=O)c2ccc(C(=O)O)cc2C1=O,-4,-8,-18,1.1,-1,-51,0.51,-28,4
CCNC(=S)NS(=O)(=O)c1ccc(Cl)cc1,.,0,0,.,.,2,0.23,-6,-23
CC(CN1CCCCC1)OC(=O)C1c2ccccc2Oc2ccccc21 (stereo unspecified),7,-2,-21,1.1,2,-9,0.55,0,6
COc1ccc(-n2c(C)nc3cc(C(=O)N4CCOCC4)ccc32)cc1,.,8,-7,1.2,.,-8,-0.11,4,-10
CC(=O)c1c(N2CCCC2)[nH]c(-c2ccccc2)nc1=S,9,-2,.,1.1,-1,-7,-0.24,10,3
COc1cccc(C(=O)OCCN2CCCCC2)c1,-3,3,-8,1.1,4,-19,1.5,8,-4
O=C(NCc1cccs1)C1CCN(c2nccs2)CC1,9[fluorescence artefact?],-4,-14,1.2,5,7,-0.19,4,21
O=C(N/N=C/c1ccc(Cl)cc1)c1cc2c(s1)-c1ccccc1CC2,.,7,0,.,.,-7,-0.76,0,20
CCOc1cc(C)c(S(=O)(=O)NC2CCCCC2)cc1C,-10,-8,4,.,5,-24,-0.21,7,-13
CCCOC(=S)N/C(=N\S(=O)(=O)c1ccccc1)c1ccccc1,.,16,-26,.,.,4,0.47,-23,48
O=C(NC1CCCC1)c1cnc2n(c1=O)CCS2,8,-11,-42,1.1,6,-51,0.16,20,.
COc1cccc(OC)c1C(=O)Nc1ccc(CN2CCOCC2)cc1,4,-8,14,1.2,6,3,-0.96,-2,-13
Cc1ccc(CCNC(=O)CN2CCN(Cc3ccccc3F)C2=O)cc1,-5,-8,27,.,-5,6,0.9,9,12
CC1=C(C(N)=O)C(c2ccc(Cl)cc2)NC(=O)N1 (stereo unspecified),-2,-9,15,1.1,9,.,0.41,.,.
COc1ccc(CCNC(=O)CSc2nnnn2-c2ccccc2OC)cc1OC,9,3,-27,1,3,-11,0.22,20,4
CCOC(=O)C(Sc1cc(C)nc(N)n1)C(C)=O (stereo unspecified),6,1,-15,1,3,-22,-0.7,7,.
O=S(=O)(c1ccc2c(c1)OCCO2)N1CCN(c2nc3ccccc3s2)CC1,.,-6,-40,1,.,-24,-0.5,5,-7
CCOC(=O)CN1N=C(/C=C/c2ccc(C)cc2)CCC1=O,.,6,13,.,.,-26,-0.1,6,-1
# (cont.)
SMILES,Smad3 FoxH1 inh,LYP inh 2,IL1B cytotox,MT1-MMP txn act,Calb biofilm kill,TNFa cytotox,DAT uptake mod,VCAM1 TNFa inh,cytoskel mod
CCOC(=O)c1c(C)n(OC)c2ccc3c(no[n+]3[O-])c12,-9,-1,4,1.1,-2,3,-0.081,3,5
Cc1c(NS(=O)(=O)c2ccc3c(c2)n(C)c(=O)n3C)c(=O)n(-c2ccccc2)n1C,9,-4,-36,1.1,7,.,0.93,-4,5
O=C(Nc1ccccc1)C1CC(=O)n2ncnc2N1 (stereo unspecified),.,10,-44,.,.,-1,-0.55,8,3
c1ccc(CCn2c(C3CC3)nc3ccccc32)cc1,41[fluorescence artefact?],-6,-7,0.9,9,-18,-0.38,-8,5
Cc1csc2ncc(C(=O)N3CCCc4ccccc43)c(=O)n12,.,0,-1,.,.,-32,-0.93,-4,2
COc1ccc(S(=O)(=O)N2CCC(C(=O)NCC3CCCO3)CC2)cc1C (stereo unspecified),-2,-6,-30,1.1,10,-8,0.12,1,0
Cc1nn(C)c(C(=O)Nc2ccn(Cc3ccccc3F)n2)c1[N+](=O)[O-],.,-10,3,.,.,-21,0.058,30,-18
C[C@H](NC(=O)NCc1cccs1)C(=O)O,-3,-1,20,1.3,7,-5,-0.79,6,4
COCC(=O)n1nc(-c2ccc(Cl)cc2)nc1NCc1ccc(F)cc1,10,8,-12,1.1,3,3,2.7,4,-28
CCOC(=O)c1[nH]cnc1C(=O)Nc1ccccn1,0,2,2,1.1,11,-8,0.001,7,-44
O=C(Nc1cccc2c1C(=O)NC2=O)c1ccc(S(=O)(=O)N2CCCC2)cc1,6,-1,-4,1,-5,7,0.05,3,-6
COc1ccc(C(=O)NC(Oc2ccccc2)C(Cl)(Cl)Cl)cc1 (stereo unspecified),.,0,-112,.,.,-39,-0.93,-5,16
O=C(NCCN1CCCC1)c1ccc2c(=O)n(CCc3ccccc3)c(=O)[nH]c2c1,-12,-7,-32,1.4,-4,-18,-8.2*,10,3
O=S(=O)(c1ccc(S(=O)(=O)N2CCN(C/C=C/c3ccccc3)CC2)cc1)N1CCCC1,-7,0,-12,1,-3,-2,-0.21,2,-6

# Given bar-delimited: part of the list above.
Compound | Smad3 FoxH1 inh | LYP inh 2 | IL1B cytotox | MT1-MMP txn act | Calb biofilm kill | TNFa cytotox | DAT uptake mod | VCAM1 TNFa inh | cytoskel mod
O=C(NCc1cccs1)C1CCN(c2nccs2)CC1 | 9[fluorescence artefact?] | -4 | -14 | 1.2 | 5 | 7 | -0.19 | 4 | 21
O=C(N/N=C/c1ccc(Cl)cc1)c1cc2c(s1)-c1ccccc1CC2 | . | 7 | 0 | . | . | -7 | -0.76 | 0 | 20
CCOc1cc(C)c(S(=O)(=O)NC2CCCCC2)cc1C | -10 | -8 | 4 | . | 5 | -24 | -0.21 | 7 | -13
CCCOC(=S)N/C(=N\S(=O)(=O)c1ccccc1)c1ccccc1 | . | 16 | -26 | . | . | 4 | 0.47 | -23 | 48
O=C(NC1CCCC1)c1cnc2n(c1=O)CCS2 | 8 | -11 | -42 | 1.1 | 6 | -51 | 0.16 | 20 | .
COc1cccc(OC)c1C(=O)Nc1ccc(CN2CCOCC2)cc1 | 4 | -8 | 14 | 1.2 | 6 | 3 | -0.96 | -2 | -13
Cc1ccc(CCNC(=O)CN2CCN(Cc3ccccc3F)C2=O)cc1 | -5 | -8 | 27 | . | -5 | 6 | 0.9 | 9 | 12

# Retrieved one by one from the entries so far, four records:
SMILES,Smad3 FoxH1 inh,LYP inh 2,IL1B cytotox,MT1-MMP txn act,Calb biofilm kill,TNFa cytotox,DAT uptake mod,VCAM1 TNFa inh,cytoskel mod
O=C(Nc1ccccc1)C1CC(=O)n2ncnc2N1 (stereo unspecified),.,10,-44,.,.,-1,-0.55,8,3
CCC(C)C(NC(=O)[C@@H](NC(=O)c1ccccc1F)C(C)C)C(=O)OC (stereo partly specified),.,-20,-9,.,.,-20,0.38,-3,8
Cc1ccc(CCNC(=O)CN2CCN(Cc3ccccc3F)C2=O)cc1,-5,-8,27,.,-5,6,0.9,9,12
CC1=C(C(N)=O)C(c2ccc(Cl)cc2)NC(=O)N1 (stereo unspecified),-2,-9,15,1.1,9,.,0.41,.,.
